phage Ecoli inh – E. coli growth loss with phage present | AID 651602 | growth absorbance | hit rate 0.26% among 360,000 | inhibition, % at 11.9 µM; in the data active = inhibition above about 11%
Wnt act – activators of Wnt/beta-catenin signaling; AID 743398; Wnt/beta-catenin reporter cell assay, activator, plate reader; hit rate 1.2% among 300,000; activation, % at 9.35 µM; in the data active = activation above about 30%, passing the limit was not always enough;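 note: 0% = neutral control wells and 100% = positive control wells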
* marks the source's active call; other numbers are inactive results. Not all compounds are listed. The share of hits here may be higher or lower than overall.

SMILES	phage Ecoli inh	Wnt act
COc1cc(C(=O)c2cc3c(cc2C)OCO3)cc(OC)c1OC	-0.8	-2
COc1ccc(-c2coc3c(C(=O)NCc4ccco4)cccc23)c(C)c1	2.9	-10
Cc1ccc2nc(-c3ccccc3)c(CC3CCCCC3)n2c1	2.0	21
CN(C)c1ccc(CC(=O)N2CCCC(c3cc(C(=O)Nc4ccc5c(c4)OCO5)no3)C2)cc1 (stereo unspecified)	1.0	0
CC(C)C[C@H]1COc2cc(N(C)CCO)ccc2S(=O)(=O)N1	-1.7	-3
COCCN1Cc2cc(C(=O)OC)c3c(c2C1=O)c1cc(OC)ccc1n3S(=O)(=O)c1ccc(F)cc1	2.4	2
CCCS(=O)(=O)NC(=O)C1(C)CCN(C(=O)c2ccco2)C1 (stereo unspecified)	0.9	-1
COc1ccc(C(=O)N(C)[C@H]2C[C@H]3c4[nH]c5c(-c6ccccc6)cccc5c4CCN3C(=O)[C@H]2[C@H](C)O)cc1	1.9	-7
COCc1cc(N2CCNC[C@H]2C)ccc1N1C[C@@H](C)O[C@@H](C)C1	2.9	5
OC(c1ccccc1)c1nc(-c2cncnc2)cs1 (stereo unspecified)	4.2	-1

(listing goes on)
SMILES	phage Ecoli inh	Wnt act
CC(O)(c1ccccc1)c1nc(-c2ccccc2)cs1 (stereo unspecified)	5.7	-1
N#Cc1ccc(-c2nc3c4ccccc4ccn3c2CC2CCCCC2)cc1	0.4	7
CCCCNc1c(-c2ccccn2)nc2nc(C)cc(C)n12	0.1	-1
Nc1nc(N)c2ncn(C3C=CC(CO)C3)c2n1 (stereo unspecified)	-0.2	-1
COc1ccc(NC(=O)c2cc(-c3sc(NC(=O)c4ccccc4)nc3C)n(Cc3ccccc3)n2)cc1	5.8	-4
C[C@@H]1CN([C@@H](C)CO)C(=O)CCCn2cc(nn2)CO[C@H]1CN(C)C(=O)Nc1ccc(N2CCN(C)CC2)cc1	3.7	-1
OC(c1ccccc1)(c1nc(/C=C/c2ccccc2)cs1)C(F)(F)F (stereo unspecified)	1.1	-2
CCOc1cc(-c2ccccc2)nc2c1CN(S(=O)(=O)c1ccc(C)cc1)C(c1cccc(Cl)c1)C2 (stereo unspecified)	-0.8	-3
Cn1c(=O)c2c(-c3ccccc3)n(-c3cc(C(=O)O)ccc3O)cc2n(C)c1=O	2.4	-1
CCc1nc2ccc(C(=O)Nc3cc(-c4ccccc4)ccc3OC)cn2c1N(C)CCCc1ccccc1	2.6	-6

Continuation:
SMILES	phage Ecoli inh	Wnt act
CC(C)C[C@H]1CN([C@@H](Cc2ccc(O)cc2)CN2CCC[C@H]2CN2C(=O)C(=O)NC[C@@H]2Cc2ccccc2)C(=O)C(=O)N1CC1CCCCCC1	-0.1	-1
O=C(NCCN1CCC(n2c(=O)[nH]c3ccccc32)CC1)c1c(F)cccc1F	2.6	3
COc1cccc(-c2nnc(N(C)C(=O)c3ccno3)s2)c1	1.9	12
COC(=O)[C@]12C[C@H](CC(=O)NCCCCc3ccccc3)C(=O)N(Cc3ccc4c(c3)OCO4)C1=C[C@H](COCc1ccccc1)O[C@@H]2C	2.7	-2
COc1cccc(C(=O)Nc2ccc3c(c2)OC[C@H](C)N(C(=O)C2CCCC2)C[C@@H](C)[C@@H](OC)CN(C)C3=O)c1	-2.4	-2
COCc1[nH]nc2c1C(c1ccc(F)cc1)N(c1ccccc1)C2=O (stereo unspecified)	0.4	-1
COc1ccc(C(C)(O)c2nc(-c3cccc(C(=O)O)c3)cs2)cc1 (stereo unspecified)	4.5	-2
Cc1cccc(N2CCN(C3C(=O)Nc4ccccc4-n4nnnc43)CC2)c1C (stereo unspecified)	1.4	-3
Nc1nc2c(Br)ccc(Br)c2cc1C(=O)NCc1cccc2ccccc12	0.6	3
Cc1cccc(C)c1N1C(=O)c2ccccc2NC(=O)C1C(=O)NCCOc1ccccc1 (stereo unspecified)	-0.9	-1

Other records.
SMILES	phage Ecoli inh	Wnt act
CCCCOCCCNC(=O)C[C@@H]1C[C@@]2(C(=O)OCC)CCC=C2N(Cc2ccc(Cl)cc2Cl)C1=O	-0.2	-3
CCCCNC(=O)C1(C)CCN1C(=O)c1oc2ccccc2c1C (stereo unspecified)	3.0	-4
O=C(Nc1nnc([C@@H]2C[C@H](O)[C@@H](CO)O2)s1)Nc1ccccc1C(F)(F)F	1.8	1
COCCN(Cc1ccc(OC)cc1)c1c(C)nc2ccc(C(=O)NCCc3c[nH]c4ccccc34)cn12	1.0	-1
CCCCCCCCN1C(=O)[C@H](CC(=O)N2CCCC2)C[C@@]2(C(=O)OC)CC(C)(C)CC=C12	3.5	-3
COCOc1cccc(CN2CCC(C)(Oc3ccc(SC)cc3)C2)c1 (stereo unspecified)	3.1	0
CCc1nc2c(OCc3cc(Cl)cc(Cl)c3)cccn2c1N(C)C(=O)c1cccc(OC)c1	2.3	-1
O=C1NC[C@@H](CCCCN2C[C@H](Cc3ccccc3)N(CC3CCCCC3)C(=O)C2=O)N(CCc2ccccc2)C1=O	1.8	-2
O=S1(=O)c2ccc(Br)cc2OCCC2CCCCN21 (stereo unspecified)	3.7	-2
COc1ccc(NC(=O)C2Cc3c(-c4ccncc4)ccnc3O2)cc1OC (stereo unspecified)	4.5	-1

(list continues)
SMILES	phage Ecoli inh	Wnt act
Nc1[nH]c(C(=O)c2ccccc2)c(-c2ccc(Cl)cc2Cl)c1C(=O)c1ccc(Cl)c(Cl)c1	0.6	-5
COCCNC(=O)C1CCCN(C(=O)C2(c3ccc(Cl)cc3)CCCC2)CC1 (stereo unspecified)	1.6	-2
CCCS(=O)(=O)NC(=O)C1(C)CCCN(C(=O)COCc2ccccc2)C1 (stereo unspecified)	4.6	-5
Cc1ccc(CNC(=O)[C@@H](Cc2ccccc2)NC(=O)[C@H]2O[C@@H](n3ccc(N)nc3=O)[C@H](O)[C@@H]2O)o1	2.5	1
CCN(CCO)c1ccc(Nc2cc(-c3ccc(-c4ccccc4)cc3)ncn2)cc1	2.5	2
COc1cc(NC(=O)c2cccc3c(-c4cnn(C)c4)coc23)cc(OC)c1OC	2.7	2
COc1ccc(-c2nc3cc(C)c(Br)c(C)n3c2CC(C)(C)C)cc1OC	-0.3	-4
COC(=O)c1ccc(C(=O)N2CCCCCC2(C)C(=O)NC(C)C)cc1 (stereo unspecified)	4.0	0
COc1cccc(C(=O)N2CCC[C@H]2C(=O)N2CCC[C@H]2C(=O)NCc2ccccn2)c1	0.6	-2
Cc1ccccc1S(=O)(=O)N1C[C@H]2[C@H]3C(=O)N(c4ccccc4)C(=O)[C@H]3CC(=O)[C@H]2[C@@H]1c1ccc(Cl)cc1	2.4	-2

Going on with the list.
SMILES	phage Ecoli inh	Wnt act
CCOC(=O)[C@]12CCCC=C1N(CCc1ccc(OC)c(OC)c1)C(=O)[C@H](CC(=O)NCCCN1CCCC1=O)C2	2.6	-4
O=c1c2c3c(sc2n(CCN2CCOCC2)c(=O)n1C1CCCCC1)CCCCC3	-0.2	-4
COc1cc(F)ccc1-c1cc(C(=O)NCc2cccc(Cl)c2)[nH]n1	2.4	-1
CCNC(=O)c1cc2c(c(-c3cccc(-c4ccccc4F)c3)n1)[C@H](CCO)N(C(=O)CC)C2	1.4	-3
COCCCNC(=O)c1cccc2c(-c3ccc(O)c(OC)c3)coc12	2.7	4
COC(=O)c1ccc2nc(-c3ccc(Cl)cc3)c(CC3CCCCC3)n2c1	2.3	4
Cn1c(=O)c2cc(NC(=S)NCc3ccccc3F)ccc2n1Cc1cccc(C(F)(F)F)c1	3.3	-5
Nc1sc(-c2ccccc2)cc1C(=O)NCCN1CCOCC1	-3.2	2
CC[C@@H]1Cc2[nH]c(=O)[nH]c(=O)c2[C@H](c2ccc(Cl)cc2)O1	1.7	0
N#Cc1ccc(C2CC(OCCF)=CC(=O)O2)cc1 (stereo unspecified)	4.3	0

A different layout for part of the listing above.
The line under a structure holds: phage Ecoli inh | Wnt act
> COc1cccc(C(=O)N2CCC[C@H]2C(=O)N2CCC[C@H]2C(=O)NCc2ccccn2)c1
→ 0.6 | -2
> Cc1ccccc1S(=O)(=O)N1C[C@H]2[C@H]3C(=O)N(c4ccccc4)C(=O)[C@H]3CC(=O)[C@H]2[C@@H]1c1ccc(Cl)cc1
→ 2.4 | -2
> CCOC(=O)[C@]12CCCC=C1N(CCc1ccc(OC)c(OC)c1)C(=O)[C@H](CC(=O)NCCCN1CCCC1=O)C2
→ 2.6 | -4
> O=c1c2c3c(sc2n(CCN2CCOCC2)c(=O)n1C1CCCCC1)CCCCC3
→ -0.2 | -4
> COc1cc(F)ccc1-c1cc(C(=O)NCc2cccc(Cl)c2)[nH]n1
→ 2.4 | -1
> CCNC(=O)c1cc2c(c(-c3cccc(-c4ccccc4F)c3)n1)[C@H](CCO)N(C(=O)CC)C2
→ 1.4 | -3
> COCCCNC(=O)c1cccc2c(-c3ccc(O)c(OC)c3)coc12
→ 2.7 | 4
> COC(=O)c1ccc2nc(-c3ccc(Cl)cc3)c(CC3CCCCC3)n2c1
→ 2.3 | 4
> Cn1c(=O)c2cc(NC(=S)NCc3ccccc3F)ccc2n1Cc1cccc(C(F)(F)F)c1
→ 3.3 | -5
> Nc1sc(-c2ccccc2)cc1C(=O)NCCN1CCOCC1
→ -3.2 | 2
> CC[C@@H]1Cc2[nH]c(=O)[nH]c(=O)c2[C@H](c2ccc(Cl)cc2)O1
→ 1.7 | 0
> N#Cc1ccc(C2CC(OCCF)=CC(=O)O2)cc1 (stereo unspecified)
→ 4.3 | 0

(list continues)
SMILES	phage Ecoli inh	Wnt act
COc1ccc(CNC(=O)Nc2nnc([C@H]3C[C@H](O)[C@@H](CO)O3)s2)cc1	3.3	0
CCN=C1NC(CCc2ccccc2)C(C(=O)OC)=C(C)N1Cc1ccc(C(F)(F)F)cc1 (stereo unspecified)	1.8	1
COc1ccc(-c2ccc(C(=O)Nc3cccc(N(C)C)c3)c3occc23)c(C)c1	-0.3	-2
Cc1noc(C)c1-c1ccc(C(=O)Nc2ccc(C(C)C)cc2)c2occc12	-0.6	-2
CCNC(=O)C[C@@H]1CC[C@H]2[C@@H](COC[C@H](O)CN2C(=O)C2CC2)O1	-0.9	-2
CCC(=O)N1CCC1(C)C(=O)Nc1cnc2ccccc2c1 (stereo unspecified)	5.3	2
CC1(C(=O)NS(=O)(=O)c2cccc(C#N)c2)CCN1C(=O)CC1CCCCC1 (stereo unspecified)	1.6	-4
CC(=O)Nc1ccc(CN(C)c2c(C)nc3ccc(C(=O)N4CCN(c5ccccc5)CC4)cn23)cc1	1.4	0
c1coc(-c2cc3nc(NCc4ccc5c(c4)OCO5)ccn3n2)c1	2.1	1
CC(C)(C)n1nnnc1C(c1ccccc1)N1CCN(c2ccccn2)CC1 (stereo unspecified)	0.3	-1

(next part)
SMILES	phage Ecoli inh	Wnt act
CCCN1C[C@@H](C)[C@@H](OC)CN(C)C(=O)c2ccc(NC(=O)c3cccc(F)c3)cc2OC[C@H]1C	7.7	-2
Cc1ccc(S(=O)(=O)N2[C@H](CC(=O)c3cccs3)OC[C@@H]2C(C)C)cc1	2.6	5
CC(=O)NC(c1ccc(F)c(F)c1)c1nc(-c2cc3ccccc3o2)cs1 (stereo unspecified)	3.3	0
CC1(C)CC(=O)C=C(C#CC2CC2)C1	-0.7	-2
COCCNC(=O)C1(C)Cc2c(-c3cccc(C(N)=O)c3)ccnc2O1 (stereo unspecified)	0.9	-3
CCNC(=O)C1(C)CCCN1C(=O)c1ccc2c(c1)OCO2 (stereo unspecified)	0.6	-1
CC(C)(C)S(=O)(=O)N1C[C@@H]2C(=C(CCO)C[C@@H]3C(=O)N(c4ccccc4)C(=O)[C@@H]32)[C@H]1CCO	1.9	-2
O=C(O)c1cc(C(=O)O)cc(N2C(=O)c3ccccc3C2=O)c1	3.1	0
Cc1cccc(C)c1NC(=O)C1(C)CN(S(C)(=O)=O)CC(=O)N1Cc1ccc2c(c1)OCO2 (stereo unspecified)	0.6	-1
Cc1cc2c(cc1C)-n1nnnc1C(N1CCN(c3ccccc3F)CC1)C(=O)N2 (stereo unspecified)	1.7	-2

(list continues)
SMILES	phage Ecoli inh	Wnt act
Cc1cc(NC(=O)CS(=O)c2cn(Cc3cccc(Cl)c3)c3ccccc23)no1 (stereo unspecified)	1.4	-4
CC1(C(=O)NCc2ccccc2)CN(S(C)(=O)=O)CC(=O)N1Cc1cccs1 (stereo unspecified)	3.4	-1
COC(=O)[C@]12CCCCC=C1N(Cc1cccc3ccccc13)C(=O)[C@H](CC(=O)NCc1cccc3ccccc13)C2	2.5	-6
C=CCNc1nc(NCc2cccc(OC)c2)c2sc(-c3ccccc3)cc2n1	2.5	-2
Cc1noc(C)c1S(=O)(=O)NC(=O)C1(C)CCN1C(=O)C1(c2ccc(Cl)cc2)CCC1 (stereo unspecified)	0.4	-1
CC1(C(=O)Nc2cccc3ccccc23)CCN1C(=O)C1(c2ccccc2)CCCC1 (stereo unspecified)	0.7	-2
Cn1c(=O)c2cc(NC(=O)Cc3cccc4ccccc34)ccc2n1-c1ccccc1	1.7	-2
COC(=O)c1ccc2nc(C(C)(C)C)c(Cc3ccc(OC)cc3C)n2c1	1.8	-2
CC1(C(=O)O)CCCN1C(=O)c1ccc(Cl)cc1Cl (stereo unspecified)	2.8	-1
CN1C(=O)[C@@]2(O[C@H]3[C@H]4C=C[C@@H]([C@H]5C(=O)N(Cc6ccccc6)C(=O)[C@@H]45)N3C3=C2C(=O)CC3)c2ccccc21	1.6	12
COc1cc(OC)cc(C2=Cc3ccccc3C(CC(C)=O)N2c2ccc(-c3cccs3)cc2)c1 (stereo unspecified)	2.2	-1
CCCc1nc2c3ccccc3ccn2c1CC(C)(C)C	2.0	-1

Screening results: PubChem, several laboratories
